# GAA glycogen mod: inhibitors or activators of human alpha-glucosidase glycogen cleavage | P10253 | recombinant GAA, glycogen substrate, Amplex Red glucose oxidase fluorescence | Potency, µM (doses to about 76.4 µM), for the others: at the highest dose activity change, negative = inhibition, actives largely listed as inhibitors | 300,000 tested, 0.38% active | AID 2100; active means well fitted inhibition curve with a large enough effect;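 further: 0% = full enzyme reaction and -100% = no-enzyme basal signal; the screen sought inhibitors and activators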
#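 Natural-substrate format: glycogen cleavage by 4 nM human enzyme, glucose read by Amplex Red coupling (Ex 573, Em 610 nm). Normalized to enzyme and no-enzyme controls.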
# * = called active by the depositor; [ ] = dose if it differs, or a comment. Potency means the concentration at half of the fitted maximal effect.
cpd	compound	GAA glycogen mod
1	CSc1ccc(CCNC(=O)c2ccc(CS(=O)Cc3ccc(Cl)cc3)o2)cc1 (stereo not drawn)	-1.3%[76.3 µM]
2	Cc1ccc(S(=O)(=O)N2CCN(C(=O)Cc3ccc(S(=O)(=O)N4CCOCC4)s3)CC2)cc1	-14.4%[76.3 µM]
3	CC(=O)c1ccc(N2CCN(C(=O)C3CCCN(S(=O)(=O)c4ccc(Br)s4)C3)CC2)cc1 (stereo not drawn)	10.9%[76.3 µM]
4	O=C(Nc1ccc(Cl)cn1)c1ccc2[nH]c(=O)c(=O)[nH]c2c1	-7.6%[76.3 µM]
5	COc1ccccc1N1CCN(C(=O)c2cc3c(-c4ccccc4F)nn(C)c3s2)CC1	5.9%[76.3 µM]
6	CN=C1S/C(=C\c2ccc(SC)cc2)C(=O)N1C	12.4%[76.3 µM]
7	CC(=O)c1ccc(Oc2ncnc(N)c2[N+](=O)[O-])cc1	3.7%
8	CCc1ccc(-n2nc3ccc(NC(=O)COc4ccc(OC)cc4)cc3n2)cc1	16.9%[76.3 µM]
9	COc1cccc(NC(=O)C2CCN(c3nn4cc(-c5ccc(F)cc5)nc4s3)CC2)c1	-8.4%[76.3 µM]
10	COC(=O)C1=CN(Cc2ccc(OC)c(OC)c2)C=C(C(=O)OC)C1c1ccccc1F	-3.5%[76.3 µM]
11	O=C(NCCc1c[nH]c2ccccc12)C1CCN(S(=O)(=O)c2ccc(F)cc2)CC1	3.0%
12	C=CCn1c(SCC(=O)N(C)C)nc2sc3c(c2c1=O)CCC3	-4.5%[76.3 µM]
13	Cc1ccc(-c2ccc(=O)n(Cc3ccc(F)cc3)n2)cc1	1.9%
14	COc1ccc(C)cc1Nc1n[n+](-c2ccccc2)c(-c2cc([N+](=O)[O-])cc(OC)c2O)s1	-3.3%[76.3 µM]
15	CC1CC(OCC(O)CN2CCCCC2C)CC(C)(C)C1 (stereo not drawn)	0.9%
16	COc1ccc(-c2oc3ncn4nc(-c5ccc(Cl)cc5)nc4c3c2-c2ccc(OC)cc2)cc1	1.0%[76.3 µM]
17	CCOc1ccc(NC(=O)CN2C(=O)CC(C)Sc3ccccc32)cc1 (stereo not drawn)	-12.5%[76.3 µM]
18	O=C1NC(=O)c2cc(Oc3ccc([N+](=O)[O-])cc3)ccc21	-3.8%[76.3 µM]
19	CN(C(=O)c1ccco1)c1ccccc1C(=O)O	-4.7%[76.3 µM]
20	COc1ccc2cc(C(=O)N/N=C/c3cc(OC)c(OC)c(OC)c3)[nH]c2c1	-4.9%
21	Cc1ccc(CCNS(=O)(=O)c2cc3c(cc2Cl)NC(=O)CO3)cc1	7.1%[76.3 µM]
22	Cn1c(=O)oc2cc(S(=O)(=O)N3CCCC(C(=O)NCCc4ccc(Cl)cc4)C3)ccc21 (stereo not drawn)	6.1%[76.3 µM]
23	CC(C)OCCCn1c(SCC(=O)Nc2ccccc2C(F)(F)F)nc2nccnc2c1=O	-12.9%[76.3 µM]
24	COc1ccc(NC(=O)CSc2nc(SC)ns2)cc1	-5.8%
25	COc1cc(NC(=O)C2CC2)c(OC)cc1NC(=O)c1ccco1	-1.0%
26	COc1ccc(CCN=Cc2ccc(O)cc2)cc1OC	-0.3%[76.3 µM]
27	COc1ccc(CNCC(O)(c2ccccc2)c2ccc(F)cc2)cc1 (stereo not drawn)	-9.6%
28	COc1ccccc1C1C(C(N)=O)=C(C)Nc2nc(CCCO)nn21 (stereo not drawn)	-9.0%
29	COCCCNC(=O)CCc1c(C)nc2nc(-c3cc(OC)cc(OC)c3)nn2c1C	16.8%[76.3 µM]
30	Cc1ccc(C(C)NC(=O)c2cc3ccccc3oc2=O)cc1C (stereo not drawn)	11.0%[76.3 µM]
31	COc1cccc(/C=C2\Oc3cc(OCC(=O)N4Cc5ccccc5C[C@H]4C(=O)O)ccc3C2=O)c1	10.2%[76.3 µM]
32	COC(/C(=N/O)c1ccc(Cl)cc1)c1ccccc1 (stereo not drawn)	1.4%
33	CO/N=C(/CN1CCCCC1)c1ccc(Cl)cc1	7.5%
34	Cc1cc(C)cc(NS(=O)(=O)c2ccc3[nH]cc(C(=O)N4CCCCCC4)c(=O)c3c2)c1	2.7%[76.3 µM]
35	COc1cccc2cc(C(=O)Nc3ccc(C)cc3)c(=O)oc12	-8.3%[76.3 µM]
36	CS(=O)(=O)N(CC(=O)N1CCN(Cc2ccccc2)CC1)c1ccccc1F	15.7%[76.3 µM]
37	COc1ccc2oc(CS(=O)c3ccccc3)c(C(=O)O)c2c1 (stereo not drawn)	11.8%[76.3 µM]
38	O=C(CSc1nnc(-c2cccc(F)c2)o1)N1CCOCC1	-11.7%
39	COc1ccc(NS(=O)(=O)c2ccc3c(c2)NC(=O)CCS3)cc1Cl	-0.7%[76.3 µM]
40	COc1ccccc1N1CCN(C2CCCN(C(=O)C3=NN(C)C(=O)CC3)C2)CC1 (stereo not drawn)	-4.5%[76.3 µM]
41	CCc1cc(=O)oc2c(C)c(OCC(=O)N3CC[C@@]4(O)CCCC[C@H]4C3)ccc12	-13.8%[76.3 µM]
42	COc1cccc(CNC(=O)Cn2ncn3nc(-c4cccs4)cc3c2=O)c1OC	-8.1%[76.3 µM]
43	O=[N+]([O-])c1ccc(N2CCN(c3ccc([N+](=O)[O-])cc3CO)CC2)c(CO)c1	-2.7%
44	CCOc1ccc(NC(=O)Cn2cc(C(=O)c3ccccc3)c(=O)c3cc4c(cc32)OCO4)cc1	7.0%[76.3 µM]
45	COc1ccc(C(=O)NC2CC2)cc1OC1CCN(C/C=C/c2ccccc2)CC1	-9.5%[76.3 µM]
46	O=C(COc1ccccc1)Nc1c2c(nn1-c1ccccc1)CS(=O)C2 (stereo not drawn)	3.3%[76.3 µM]
47	COc1ccccc1N1CCN(C(=S)Nc2ccccc2)CC1	6.1%[76.3 µM]
48	O=C(NCc1ccccc1F)C1CCN(C(=O)Nc2ccc(F)cc2)CC1	-6.6%
49	CCOc1cc(C(=O)OCC(=O)N(C)c2ccccc2)cc(OCC)c1OCC	-14.2%
50	CCN=C1S/C(=C/c2ccc(-c3ccc(Cl)cc3C(=O)O)o2)C(=O)N1CC	-2.4%

# (next part)
cpd	compound	GAA glycogen mod
51	Cc1cccc(Oc2coc3cc(OCC(=O)NC4CCCCC4)ccc3c2=O)c1	14.4%[76.3 µM]
52	O=C1CN(C(=O)c2ccccc2[N+](=O)[O-])C(c2ccccc2)c2cc(Br)ccc2N1 (stereo not drawn)	-2.0%
53	O=C(CNC(=O)Cc1ccccc1)NCC(=O)N1CCN(C(c2ccccc2)c2ccccc2)CC1	0.4%[76.3 µM]
54	COc1cc(/C=N/Nc2nc(C)cc(=O)[nH]2)cc(OC)c1O	7.8%
55	Cc1cc(C)cc(OCC(=O)N(Cc2ccc(C)o2)C2CCS(=O)(=O)C2)c1 (stereo not drawn)	-4.5%[76.3 µM]
56	Cc1ccccc1COc1ccc(/C=N/NC(=O)c2nnn(-c3nonc3N)c2CN2CCC(C)CC2)cc1	0.1%[76.3 µM]
57	CCOC(=O)N1CCN(C(=O)CSc2nc3c([nH]c4ccccc43)c(=O)n2CCOC)CC1	-9.6%[76.3 µM]
58	O=C(COC(=O)c1c(F)cccc1Cl)NC1CCCC1	7.2%
59	Cc1cccc(N(C(=O)c2sc(C)nc2C)C(C(=O)NCC2CCCO2)c2ccccc2)c1 (stereo not drawn)	8.6%[76.3 µM]
60	O=[N+]([O-])c1ccc(Cl)c(-c2ccc(/C=N/n3cnnc3)o2)c1	0.7%
61	O=C(N/N=C/c1ccccc1)c1cc[n+]([O-])cc1	1.0%[76.3 µM]
62	Cc1cccnc1NC(=S)NC(=O)c1oc2ccccc2c1C	4.5%
63	COc1ccc(NC(c2ccc(F)cc2)c2nnc(-c3ccccc3Cl)o2)cc1Cl (stereo not drawn)	-13.4%[76.3 µM]
64	COc1ccc(CC(=O)NCC(=O)NC(Cc2ccccc2)C(=O)O)cc1 (stereo not drawn)	6.2%
65	CCc1nnc(NC(=O)c2cccc(S(=O)(=O)N3CCCC3)c2)s1	-11.3%
66	Cc1ccc(C(=O)NCc2ccc3c(c2)OCO3)cc1Cl	0.0%[76.3 µM]
67	COCCn1c(SCC(=O)Nc2ccc(OC)cc2)nnc1-c1ccoc1C	6.9%
68	Cc1ccc(NC(=O)CCn2c(=O)[nH]c3ccsc3c2=O)cc1C	2.2%
69	COc1ccc(/C(N)=N/OC(=O)CC2CCCCC2)cc1	-1.6%[76.3 µM]
70	Cc1ccc(S(=O)(=O)Nc2ccncc2)c(C)c1	-5.5%
71	COc1ccc(C(=O)N2N=C(c3ccc(NS(C)(=O)=O)cc3)CC2c2cccs2)cc1 (stereo not drawn)	-9.5%
72	COc1ccc(NC(=O)c2cc3cc(C)ccc3[nH]2)cc1	-4.2%[76.3 µM]
73	Nc1cc(=O)[nH]c(=O)n1CCc1ccccc1	3.9%[76.3 µM]
74	CC(=O)c1ccc(NC(=O)c2nn(C)c3c2COc2ccccc2-3)cc1	-4.3%[76.3 µM]
75	CCCOc1ccc(C(=O)Nc2ccc3oc(-c4ccncc4)nc3c2)cc1	-13.9%[76.3 µM]
76	CCOC(=O)c1ccccc1NC(=O)c1cc2c(=O)oc3ccc(C)cc3c2s1	1.6%[76.3 µM]
77	Cc1ccc(OCc2cc(C(=O)NC(C)Cc3cnccn3)no2)cc1C (stereo not drawn)	-11.5%[76.3 µM]
78	CCC(=O)Nc1ccccc1N1CCN(c2ccc(F)cc2)CC1	-17.5%[76.3 µM]
79	COc1ccc(CNC(=O)C2CCN(S(=O)(=O)c3c(C)noc3/C=C/c3cccs3)CC2)cc1	13.7%[76.3 µM]
80	COc1cccc(C(=O)NC2CC3CCCC(C2)N3CC(=O)Nc2ccccc2C(F)(F)F)c1 (stereo not drawn)	-2.4%
81	Cc1ccc2c(c1)N(CC(=O)NCCCc1ccccc1)C(=O)c1cccnc1O2	17.7%[76.3 µM]
82	CCC(C(=O)OC)n1cnc2scc(-c3ccc(C)c(C)c3)c2c1=O (stereo not drawn)	10.3%[76.3 µM]
83	Cc1ccc(NC(=O)NC2CCCCCCC2)cc1C	-5.1%[76.3 µM]
84	Cc1ccc(-n2cnn(-c3ccc([N+](=O)[O-])cc3[N+](=O)[O-])c2=O)cc1	-5.6%
85	Cc1cccc(Cn2cnc3c(oc4ccccc43)c2=O)c1	11.9%[76.3 µM]
86	Cc1ccc(S(=O)(=O)NC2CCCC2)cc1C(N)=O	4.1%[76.3 µM]
87	O=C(c1ccc([N+](=O)[O-])o1)N1CCc2ccccc21	-6.7%[76.3 µM]
88	CC1CCCCN1C(=O)c1ccc2c(c1)N(Cc1ccc(F)cc1)C(=O)c1ccccc1S2(=O)=O (stereo not drawn)	5.1%[76.3 µM]
89	O=C(NCc1ccon1)C1CCC(=O)N(CCc2cccc(F)c2)C1 (stereo not drawn)	-8.0%[76.3 µM]
90	CCCCOc1ccc(-c2nn(-c3ccccc3)cc2C2NC(=O)NC(C)=C2C(=O)OCC)cc1 (stereo not drawn)	-1.7%[76.3 µM]
91	Cc1nn(CC(=O)Nc2ccc(N3CCOCC3)cc2)c(C)c1Cl	-3.3%[76.3 µM]
92	Cc1ccc(NC(=O)CCCc2c[nH]c3ccccc23)nc1	2.5%[76.3 µM]
93	O=C(CCc1ccccc1)NNC(=O)COc1ccc([N+](=O)[O-])cc1	-3.2%[76.3 µM]
94	CNc1nc2ccccc2n1CC(=O)c1ccccc1	-3.0%[76.3 µM]
95	COc1ccc(Cn2ccn(Cc3cccc(C)c3)c(=O)c2=O)cc1	-6.5%[76.3 µM]
96	COc1ccccc1/C=C/c1nc(C#N)c(N2CCCCCC2)o1	5.6%[76.3 µM]
97	CCc1nnc(NC(=O)CCC(=O)N2CCCC(O)C2)s1 (stereo not drawn)	-21.7%
98	Cc1oc2c(CN3CCCC(C)C3)c(O)ccc2c(=O)c1-c1ccccc1 (stereo not drawn)	5.2%
99	CCOC(=O)C1CCN(C(=O)CCc2nnc3ccc(N4CCC(C)CC4)nn23)CC1	-3.1%[76.3 µM]
100	Cc1ccc(C)c(N(C(=O)c2csnn2)C(C(=O)NC2CCCC2)c2ccncc2)c1 (stereo not drawn)	1.8%

# Additional structures.
cpd	compound	GAA glycogen mod
101	Cc1cccc(Cn2c(=O)n3nc(-c4ccccc4)nc3c3ccccc32)c1	-0.9%[76.3 µM]
102	CCc1ccc(-n2c(=O)c3c4c(sc3n(Cc3ccc(C)cc3)c2=O)CCC4)cc1	0.0%[76.3 µM]
103	CC(C)/C=C/CN1CCC(Oc2ccc(C(=O)N3CCCC3)cc2)CC1	-9.9%[76.3 µM]
104	CCOC(=O)c1cccc(NC(=O)c2ccc3c(c2)C(=O)N(CC2CCCO2)C3=O)c1 (stereo not drawn)	-8.0%[76.3 µM]
105	O=C(OC1CCOC1=O)c1ccc(CO)cc1 (stereo not drawn)	0.8%[76.3 µM]
106	CC1CCN(S(=O)(=O)c2ccc3c(c2)N(CC(=O)NCCCN2CCCCC2)C(=O)CS3)CC1	-18.8%[76.3 µM]
107	CCNS(=O)(=O)c1ccc(CCC(=O)N2CCC(C)CC2)cc1	-8.9%[76.3 µM]

# Screens from PubChem.

# An excerpt; rates above refer to the full screens.
